LMPTP block – LMPTP phosphatase inhibitors, primary screen, biochemical, fluorescence intensity, uHTS. inhibition, % at 20 µM. Low molecular weight phosphotyrosine protein phosphatase (Homo sapiens), P24666. hit rate 0.22% among 360,000. recombinant LMPTP-A, OMFP fluorogenic substrate;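 active = compounds that cut the enzyme signal by at least half of the control window in the single-dose screen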;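 also: plate controls were DMSO wells with enzyme plus substrate for no effect and substrate without enzyme for full effect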
Target sequence (P24666 whole entry, looked up): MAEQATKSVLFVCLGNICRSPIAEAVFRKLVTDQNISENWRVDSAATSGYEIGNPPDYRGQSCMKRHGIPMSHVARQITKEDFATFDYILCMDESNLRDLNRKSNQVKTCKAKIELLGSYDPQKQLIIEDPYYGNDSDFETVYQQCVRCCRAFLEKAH
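Assay system: LMPTP-A enzyme. Input: 0.625 nM LMPTP-A final. Probe or stimulus: 400 µM OMFP. Compound dosing: single 20 µM dose. Schedule: 50 min dark incubation at room temperature. Detection: fluorescence intensity of OMFP turnover product. Read-out: percent inhibition versus substrate-only and uninhibited controls. Benchmarks: no-enzyme low control, uninhibited high control.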
E coli Lon inh – inhibitors of E. coli Lon protease, primary screen, biochemical, fluorescence polarization; P0A9M0; purified E. coli Lon protease; inhibition, % at 7.94 µM; hit rate 0.42% among 360,000; in the data active = inhibition above about 13%, passing the limit was not always enough;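 also: 0% = enzyme with probe and DMSO and 100% = no enzyme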
TbMetRS inhib – T. brucei MetRS inhibitors, primary screen, biochemical, luminescence; inhibition, % at 11.9 µM; hit rate 0.4% among 360,000; methionyl-tRNA synthetase (Trypanosoma brucei brucei); purified T. brucei MetRS, ATP depletion, Kinase-Glo luminescence;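 active = inhibition above a per-plate cutoff of the control wells' mean inhibition plus 3 SD, cut at about 5.5% in these data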;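 also: 0% = DMSO wells median and 100% = median of wells with control inhibitor compound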
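Dosing: 11.9 µM single point; system: parasite MetRS enzyme; technique: luminescence of leftover ATP; times: 15 min enzyme-compound preincubation, 2 h reaction, 10 min detection, 25 °C; replicates: each compound tested once; read-out basis: percent inhibition relative to median high and low control wells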
MsrA act – bovine MsrA enzyme activators, primary screen, biochemical, absorbance, HTS; purified bovine MsrA, absorbance read-out; activation, % at 10.6 µM; hit rate 0.3% among 360,000; AID 602163, 2012; in the data active = activation above about 7.5%;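 also: 0% = vehicle and 100% = reference activator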
CendR NRP1 mod – modulators of CendR peptide binding to NRP-1, primary screen, biochemical, fluorescence polarization, uHTS; Neuropilin-1 (Homo sapiens), O14786; FAM-RPARPAR peptide binding to NRP-1; inhibition, % at 25 µM; hit rate 0.85% among 360,000; AID 602438, 2012;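 active = inhibition or corrected inhibition above about 18%, plus a signal ratio from 0.5 to 1.5, limit read from the data, passing the limit was not always enough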; also: strong numbers were not always called active
DNMT1 inh – human DNMT1 methyltransferase inhibitors, primary screen, biochemical, molecular beacon, fluorescence, HinP1I cleavage, uHTS. AID 588458, 2011. hit rate 0.83% among 360,000. inhibition (reported as % activation of signal), % at 10 µM; in the data active = inhibition above about 50%
MsrA inhibitor – bovine MsrA enzyme inhibitors, primary screen, biochemical, absorbance, HTS; inhibition, % at 15.5 µM; purified bovine MsrA, absorbance read-out; AID 651718, 2012; hit rate 0.75% among 360,000; in the data active = inhibition above about 4.5%;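 also: 0% = vehicle wells with enzyme and 100% = reference inhibitor wells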
Scp-1 inhibitor – Scp-1 phosphatase inhibitors, primary screen, biochemical, colorimetric, uHTS; inhibition, % at 20 µM; hit rate 0.88% among 340,000; Recombinant Scp1, phosphopeptide, malachite green phosphate absorbance; Carboxy-terminal domain RNA polymerase II polypeptide A small phosphatase 1 (Homo …;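 active = inhibition above about 50% at 20 µM, limit read from the data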;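 also: plate controls were DMSO wells with enzyme for no effect and wells lacking enzyme for full effect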
Target sequence (Q9GZU7 76-261 limits assumed): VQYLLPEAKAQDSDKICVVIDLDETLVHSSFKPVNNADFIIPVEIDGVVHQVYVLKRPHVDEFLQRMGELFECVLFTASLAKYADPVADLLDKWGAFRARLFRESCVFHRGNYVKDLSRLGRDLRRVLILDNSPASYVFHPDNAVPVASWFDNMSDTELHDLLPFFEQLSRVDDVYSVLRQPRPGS
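System: truncated SCP-1 phosphatase (76-261aa); medium: Tris acetate buffer pH 5.5 with MgCl2 and Tween-20; incubation: 45 min room-temperature reaction, 5 min colour, 30 min stabiliser; compound: single 20 µM dose, 1% DMSO; reagent: Phosphorylated 17-residue peptide substrate; read-out: % inhibition at 20 µM; technique: colorimetric free-phosphate detection, absorbance 630 nm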
STEP inh – STEP phosphatase inhibitors, primary screen, biochemical, fluorescence intensity, uHTS. Tyrosine-protein phosphatase non-receptor type 5 (Homo sapiens), P54829. recombinant STEP, OMFP fluorogenic substrate. inhibition, % at 20 µM. hit rate 0.25% among 360,000. AID 588621, 2011;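 active = inhibition at 20 µM, scaled per plate between control wells, above about 37%, limit read from the data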;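 also: 0% = DMSO with enzyme and substrate and 100% = substrate only without enzyme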
Target sequence (P54829 whole entry, looked up): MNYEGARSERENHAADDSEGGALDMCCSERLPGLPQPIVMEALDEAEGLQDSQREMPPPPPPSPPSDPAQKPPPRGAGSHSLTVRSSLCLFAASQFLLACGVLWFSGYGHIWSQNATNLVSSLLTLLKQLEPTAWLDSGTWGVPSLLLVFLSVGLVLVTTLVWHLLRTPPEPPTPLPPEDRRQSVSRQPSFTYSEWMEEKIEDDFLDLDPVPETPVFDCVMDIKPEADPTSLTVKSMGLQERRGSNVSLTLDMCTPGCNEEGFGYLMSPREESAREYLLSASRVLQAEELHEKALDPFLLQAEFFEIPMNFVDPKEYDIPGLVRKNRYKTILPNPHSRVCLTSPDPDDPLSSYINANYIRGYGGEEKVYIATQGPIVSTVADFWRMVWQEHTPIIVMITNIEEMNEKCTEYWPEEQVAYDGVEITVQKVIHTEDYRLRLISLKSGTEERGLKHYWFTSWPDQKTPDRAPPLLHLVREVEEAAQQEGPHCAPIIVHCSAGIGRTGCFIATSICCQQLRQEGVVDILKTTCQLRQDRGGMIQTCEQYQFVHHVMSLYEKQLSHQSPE
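System: STEP (striatal-enriched tyrosine phosphatase) enzyme, cell-free; medium: Bis-Tris pH 6.0 buffer with DTT, detergent; dosing: 20 µM, 1% DMSO; times: reaction 20 min, ambient temperature; detection: fluorescence, 480/540 nm; read-out basis: normalized % inhibition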
SUMO1-SIM PPI – modulators of SUMO1 protein-protein interactions, primary screen, biochemical, uHTS. inhibition, % at 20 µM. Small ubiquitin-related modifier 1 (Homo sapiens), P63165. SUMO1 binding to a labelled peptide, TR-FRET, 1 h. hit rate 0.33% among 360,000. AID 602429, 2012; in the data active = inhibition above about 37%
Target sequence (P63165 whole entry, looked up): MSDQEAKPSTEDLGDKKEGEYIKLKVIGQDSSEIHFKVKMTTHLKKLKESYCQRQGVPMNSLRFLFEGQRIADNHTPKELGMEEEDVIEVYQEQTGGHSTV
* = called active by the depositor; · = no result given.

SMILES | LMPTP block | E coli Lon inh | TbMetRS inhib | MsrA act | CendR NRP1 mod | DNMT1 inh | MsrA inhibitor | Scp-1 inhibitor | STEP inh | SUMO1-SIM PPI
O=C(CCNC(=O)c1ccccc1Cl)Nc1cc(S(=O)(=O)N2CCOCC2)ccc1N1CCOCC1 | 0.0 | -3 | -0.9 | -5 | 1 | -1 | 0.3 | -1 | -2 | 0
Cc1ccc(Nc2ncnc3c2nnn3Cc2ccccc2)cc1 | 1.0 | 1 | -0.1 | 4 | 5 | 2 | -0.3 | -10 | 0 | 2
COc1ccc(/C=C2\SC(=S)N(C(Cc3ccccc3)C(=O)O)C2=O)cc1 (centres undefined) | 0.4 | 0 | -0.1 | -4 | -17 | 3 | 0.4 | -4 | 7 | -14
Cc1cccc(NC(=S)N(CCCN2CCCC2)Cc2cccn2Cc2ccc(Cl)cc2)c1 | 0.7 | -2 | 0.5 | 1 | -10 | -1 | -0.4 | 3 | 2 | -7
O=C(CSc1nc2cc(Cl)ccc2o1)N1CCOCC1 | 0.2 | -17 | -1.9 | -12 | 21 | 6 | 0.2 | -7 | -5 | -2
CN1C[C@@H]2C[C@@H](C3=Cc4cc(Cl)ccc4OC3)N3CCC[C@@]23C1=O | 2.0 | 1 | 1.5 | -1 | -6 | -6 | 1.8 | 3 | -1 | -4
N#C/C(=C\c1c(N2CCN(c3ccccc3)CC2)nc2ccccn2c1=O)C(N)=O | 1.0 | -9 | -0.2 | 2 | 0 | 2 | 0.9 | -13 | 2 | -31
CCOCCOC(=O)C1=C(C)N(C)C(=O)NC1c1cc(Cl)c(O)c(OC)c1 (centres undefined) | -2.8 | 1 | -0.8 | -8 | -10 | 0 | 0.2 | -1 | 0 | -1
CCOC(=O)c1ccc(NC(=O)CSc2nnc(-c3cccs3)n2CC)cc1 | -0.8 | -2 | -0.3 | -2 | 4 | -3 | -1.4 | 0 | -2 | 14
CN(C)CCN(C(=O)c1ccc2c(c1)CCCC2)c1nc2cc3c(cc2s1)OCCO3 | 0.7 | -12 | 0.0 | -2 | 20 | -7 | -0.3 | 4 | 3 | 19
O=C(COc1ccc(Cl)cc1)Nc1ccc2[nH]ncc2c1 | -1.1 | -9 | 0.1 | -3 | 8 | -8 | 0.4 | 2 | -1 | 4
COc1ccc(CN(C)C(=O)c2ccc(OCC(=O)Nc3cccc(C(F)(F)F)c3)c(OC)c2)c(OC)c1 | -4.9 | -11 | -0.1 | 0 | -6 | -6 | 0.4 | -6 | -1 | -29
O=c1oc2c3c4c(cc2c(C(F)(F)F)c1CCN1CCOCC1)CCCN4CCC3 | 2.4 | -12 | -1.4 | -4 | 121 | 10 | 1.6 | -3 | -48 | -30
N#CCC(=O)N/N=C/c1cn(Cc2ccc(Cl)c(Cl)c2)c2ccccc12 | 0.7 | 7 | -0.2 | -4 | -9 | 27 | 0.6 | -7 | 3 | 5
Cc1cc(C)c(S(=O)(=O)NCC(=O)NCc2ccco2)c(C)c1 | 0.2 | -2 | 0.2 | -4 | -2 | 0 | -0.2 | -6 | 5 | 0
CCSc1nnc(NC(NC(=O)c2ccco2)(C(F)(F)F)C(F)(F)F)s1 | 0.6 | -7 | -0.7 | 0 | -9 | 0 | 0.3 | 4 | -1 | -3
CC1(C)CC(=O)C/C(=N\NC(=O)C2CC2c2ccccc2)C1 (centres undefined) | -0.4 | -4 | -0.2 | 1 | 0 | -6 | 0.1 | 8 | -1 | -3
N=C(N)Sc1nc(N2CCCCC2)nc(N2CCCCC2)n1 | -1.4 | -18 | -0.3 | -5 | 12 | 2 | -0.6 | -5 | 2 | -3
Cc1nc2ccccc2nc1OCc1ccccc1 | 0.7 | -9 | -1.5 | -11 | 15 | 6 | -0.4 | -1 | 2 | 2
Cc1ccc(CN2CCN(Cc3cc4ccccc4o3)CC2CCO)cc1 (centres undefined) | -1.4 | 1 | -0.1 | -2 | 6 | -1 | -0.8 | -9 | -4 | 4
COc1ccc(NC(=S)N/C(=N/CS(=O)(=O)c2ccccc2)c2ccccc2)cc1 | 0.6 | 4 | -0.7 | -3 | -7 | -5 | -0.1 | 2 | 2 | 1
Clc1cccc(-c2noc3ncnc(Nc4ccc5c(c4)OCO5)c23)c1 | 0.2 | -7 | -0.4 | -2 | 2 | -1 | 0.4 | -6 | 2 | -3
CC1(C)CC(=O)c2cc(C(=O)NCc3ccco3)c(=O)n(-c3ccccc3)c2C1 | -3.2 | 0 | -0.3 | 0 | 4 | -1 | 0.9 | -3 | -2 | -3
CC(=O)NCC(=O)OC(C(=O)c1ccccc1)c1ccc(Cl)cc1 (centres undefined) | -0.4 | -8 | -0.4 | -4 | 9 | 1 | 0.9 | 0 | -3 | 2
COc1cccc2cc(C(=O)NCc3ccc(Cl)cc3)c(=O)oc12 | -0.2 | 14 | -1.2 | -8 | 7 | 2 | -1.0 | 2 | 4 | -8
O=C1OCC2=C1C(c1ccc(Cl)cc1)CC(=O)N2c1ccc(F)cc1 (centres undefined) | -1.8 | 4 | 0.1 | -3 | -1 | -2 | -0.2 | -3 | -1 | -3
Cc1cccc(C)c1NC(=O)NCCSc1snnc1C | 0.1 | 0 | -0.4 | -2 | 12 | -2 | 1.1 | -5 | -4 | 0
O=C(Cc1cccs1)Nc1ccccc1F | 0.6 | -3 | 0.1 | 0 | -2 | 1 | 0.8 | -9 | 2 | 0
O=c1cc(CN2CCCCC2)nc(C2CC2)[nH]1 | -0.8 | -3 | -1.5 | -6 | 4 | 2 | 1.4 | 3 | -1 | 0
COCCOC(=O)c1c(C)oc2ccc(O)c(CN3CCC(C)CC3)c12 | 0.1 | -6 | -0.8 | -3 | -2 | 3 | 1.1 | -9 | 2 | 1
CN(C)CCN(Cc1ccccc1)C(c1ccnc2ccccc12)c1nnnn1-c1ccc2c(c1)OCCO2 (centres undefined) | -1.7 | -8 | -0.5 | -2 | 21 | · | 0.8 | · | · | -5
CCn1cc(CNCc2c(C(=O)N3CCCCC3)nc3c(C)cccn23)cn1 | 0.2 | 0 | -1.2 | -10 | 2 | 1 | -0.6 | 3 | -2 | 5
Cc1cccc(CCNS(=O)(=O)c2ccc3c(c2)NC(=O)CO3)c1 | -1.7 | 2 | -0.3 | -1 | 8 | 0 | -0.3 | -9 | -1 | 2
CCn1cc(C(=O)NCC(=O)OC)c2cc(OC)c(OC)cc2c1=O | 0.1 | -9 | -0.9 | -5 | 8 | 0 | 0.5 | 15 | 0 | 2
CN(C)[C@@H]1CCC[C@@H]1OC(=O)C(c1ccccc1)c1ccccc1 | -0.6 | 0 | -0.8 | -9 | 8 | 3 | -1.2 | 0 | -1 | 0
Cc1ccccc1OCC(O)Cn1c(SC(C)C)nc2c1c(=O)[nH]c(=O)n2C (centres undefined) | -0.9 | -4 | -0.3 | 1 | -4 | 0 | 1.7 | 0 | 0 | 1
CCCCC1CC1C(=O)Nc1ncc2c(n1)CC(C)(C)CC2=O (centres undefined) | 0.2 | -21 | -0.9 | -9 | -12 | -1 | 0.2 | -9 | -4 | 1
Fc1ccc(C2NCCn3cccc32)cc1 (centres undefined) | -2.5 | 3 | -0.1 | -2 | -8 | -2 | 2.2 | -6 | -1 | -4
CCN(Cc1ccc(OC)c(F)c1)C(=O)c1oc2ccccc2c1COC | 1.2 | 2 | -0.4 | -3 | -7 | -5 | 0.5 | -7 | -1 | 4
O=C(CCNC(=O)c1ccc(Br)cc1)NCc1ccccc1F | -1.3 | -13 | 0.5 | -3 | -4 | 7 | -0.3 | -7 | 1 | 1
COc1ccc(CCNC(=O)[C@H](CC(C)C)NC(=O)N2CCn3c2nc2ccccc23)cc1OC | -0.2 | -3 | -0.2 | -1 | 10 | 0 | -0.4 | -2 | 0 | -4
O=C1c2cccnc2C(=O)N1c1cccc(-c2nc3ccccc3o2)c1 | -0.2 | -5 | -0.3 | -15 | 5 | 5 | 2.9 | -9 | 0 | -3
COc1ccc(NC(=O)C2(C)Cc3c(-c4cccc(C(F)(F)F)c4)ccnc3O2)cn1 (centres undefined) | 2.8 | 10 | -0.1 | 1 | -8 | 2 | 0.8 | · | -2 | 10
Cc1nc(C)c(-c2ccc(SCc3ccccc3F)nn2)s1 | 0.5 | -1 | 1.3 | -4 | 8 | -4 | 0.5 | -5 | 1 | -7
CCOC(=O)c1nc(C(=O)NCc2ccc(C)cc2)nc2ccccc12 | -0.7 | 6 | -0.4 | -1 | 1 | -3 | -0.1 | -8 | -1 | -25

As entered above.
Result of `Cc1nc(C)c(-c2ccc(SCc3ccccc3F)nn2)s1` under CendR NRP1 mod: 8
Result of `COc1ccc(CCNC(=O)[C@H](CC(C)C)NC(=O)N2CCn3c2nc2ccccc23)cc1OC` under MsrA inhibitor: -0.4
Result of `O=C1c2cccnc2C(=O)N1c1cccc(-c2nc3ccccc3o2)c1` under DNMT1 inh: 5
Result of `O=C(CCNC(=O)c1ccc(Br)cc1)NCc1ccccc1F` under E coli Lon inh: -13

(further entries)
SMILES | LMPTP block | E coli Lon inh | TbMetRS inhib | MsrA act | CendR NRP1 mod | DNMT1 inh | MsrA inhibitor | Scp-1 inhibitor | STEP inh | SUMO1-SIM PPI
Cc1cc(NC(=O)CCC(=O)N(CC(=O)NCC2CCCO2)c2ccc(C(C)C)cc2)no1 (centres undefined) | -0.7 | 1 | -0.3 | -2 | 6 | 0 | 0.0 | -5 | -1 | 0
Cc1nnc(CN(C)C(=O)c2cc(COc3ccc(F)cc3Cl)on2)o1 | 0.2 | -1 | 0.1 | -4 | 11 | 3 | -0.1 | 2 | 1 | -1
Cc1noc(C)c1CSCC(=O)OCC(=O)Nc1sccc1C#N | 0.9 | 1 | -2.1 | -5 | -8 | 1 | -0.2 | -7 | 0 | 13
Cc1cccc(NS(=O)(=O)c2nnc(NC(=O)c3ccccc3F)s2)c1 | -1.0 | -8 | -0.8 | -2 | -12 | 1 | 1.9 | -7 | 1 | 16

2 of the compounds above, tab-delimited.
Molecule	LMPTP block	E coli Lon inh	TbMetRS inhib	MsrA act	CendR NRP1 mod	DNMT1 inh	MsrA inhibitor	Scp-1 inhibitor	STEP inh	SUMO1-SIM PPI
Cc1noc(C)c1CSCC(=O)OCC(=O)Nc1sccc1C#N	0.9	1	-2.1	-5	-8	1	-0.2	-7	0	13
Cc1nnc(CN(C)C(=O)c2cc(COc3ccc(F)cc3Cl)on2)o1	0.2	-1	0.1	-4	11	3	-0.1	2	1	-1
